mcGAS inh – blocks mouse cGAS activity; Q8C6L5; recombinant cGAS, Kinase-Glo ATP depletion luminescence; inhibition, % at 12.5 µM; actives 0.15% (n = 160,000); AID 1259399;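 also: 0% = negative control wells and 100% = reference inhibitor with no enzyme activity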
NPYLR7 ag – mosquito NPYLR7 agonism; HEK293T NPYLR7/Galpha15, GCaMP6s calcium fluorescence; actives 0.15% (n = 270,000); activation, % at 10 µM; in the data active = activation above about 40%;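 also: 0% = vehicle and 100% = reference agonist at the receptor; some compounds past the cut are filed as inactive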
hcGAS lum – blocks human cGAS activity. recombinant h-cGAS, ATP depletion, Kinase-Glo luminescence. inhibition, % at 12.5 µM. actives 0.081% (n = 290,000). AID 1259398;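 also: 0% = vehicle reaction and 100% = reaction without DNA for no activity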
Target sequence (Q8N884 whole entry, looked up): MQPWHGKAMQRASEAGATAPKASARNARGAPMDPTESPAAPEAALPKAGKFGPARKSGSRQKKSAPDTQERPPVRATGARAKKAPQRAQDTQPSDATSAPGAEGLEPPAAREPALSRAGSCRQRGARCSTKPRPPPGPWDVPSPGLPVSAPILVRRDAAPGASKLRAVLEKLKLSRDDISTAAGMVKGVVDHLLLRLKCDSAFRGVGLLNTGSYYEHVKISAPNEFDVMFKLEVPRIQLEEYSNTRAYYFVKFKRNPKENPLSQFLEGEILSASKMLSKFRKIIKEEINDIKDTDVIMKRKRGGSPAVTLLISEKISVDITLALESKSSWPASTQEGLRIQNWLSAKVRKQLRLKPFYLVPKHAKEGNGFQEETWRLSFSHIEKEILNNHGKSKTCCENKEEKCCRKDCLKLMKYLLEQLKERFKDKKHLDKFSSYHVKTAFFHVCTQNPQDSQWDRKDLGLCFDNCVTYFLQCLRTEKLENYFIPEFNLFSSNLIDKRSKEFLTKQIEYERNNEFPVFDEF
Numbers without * were called inactive; . = not tested or not shown; & = joins results of further samples. Rule as the data show it, unless noted: active = inhibition above about 40%; inactive = the rest.

SMILES	mcGAS inh	NPYLR7 ag	hcGAS lum
CNC(=O)NC(=O)CSc1ncnc2scc(-c3ccccc3)c12	-4	-2	-4
COCC1CCCN(Cc2cn[nH]c2-c2ccc(OC)c(F)c2)C1 (stereo not given)	-3	9&1	-8&-6
NCCc1nc(NCCN2CCc3ccccc32)c2ccccc2n1	-1	-7	3
COc1ccc(/C=N\n2c(=O)c(C(C)(C)C)nn3cnnc23)cc1OC	.	4	-3
O=C(O)CCc1nnc(SCC(=O)Nc2cc(Cl)ccc2Cl)[nH]c1=O	.	11	0
Oc1c(C(c2ccccn2)N2CCN(c3ccccn3)CC2)cc(Cl)c2cccnc12 (stereo not given)	.	3	1
CCN(CC)C(=O)Nc1ccccc1COc1ccc(CC#N)cc1	-7	5	-2
CN(C)CC(C)(C)Cn1cnc(-c2ccccc2)c1-c1cnn2cccnc12	-17	-3	-4
CCC(C)c1ccc(OC2OC(COC(C)=O)C(OC(C)=O)C(OC(C)=O)C2NC(C)=O)cc1 (stereo not given)	-7	10	-2
CC(=O)N(c1nc(C=CC(=O)c2ccc3c(c2)OCO3)cs1)c1c(C)cccc1C	-3	4	-6
CCOc1ccc(S(=O)(=O)n2nc(C)c(S(=O)(=O)N3CCCC3)c2C)cc1	.	1	-12
COc1cccc(CCN2CCC(C(=O)NC(c3ccc(Cl)cc3)c3ncccc3C)CC2)c1 (stereo not given)	-1	-14	0
O=C(CCOc1ccc(Cl)cc1)N1CCOC(COCc2c(Cl)cccc2Cl)C1 (stereo not given)	-5	9	-5
Cc1cc(CN(C)C(=O)NCC(C)N2CCc3ccccc32)no1 (stereo not given)	.	6	-13
CO[C@H]1C(=O)N(Cc2ccccc2)C2(CCN(C(=O)C3CCCC3)CC2)[C@@H]1CO	-5	12	3
OCc1ccc(CN2CCCC(c3ccccc3)C2)o1 (stereo not given)	-16	2	-5
CC(C)(C)c1ccc(S(N)(=O)=O)s1	1	10	3
COCCN1CCC2(CCC1=O)CCN(C(=O)CCn1nc(C)cc1C)CC2	-5	.	-7
COc1cc(C=C(C#N)S(=O)(=O)c2cc(Cl)ccc2Cl)cc(Br)c1O	.	66*	-5
COc1ccc(C(=O)N2CCCC(C(=O)NC3CCCC[C@H]3NC(=O)c3ccccc3C)C2)cc1 (stereo not given in full)	-9	23	-8
Cc1cccc(Nc2nnc(C)c(=O)[nH]2)c1	.	0	-5
O=C1C2C3C=CC(C3)C2C(=O)N1c1cccc(-c2nc3ccccc3o2)c1 (stereo not given)	-8	4	-5
CCN1CCN(C(=O)CCN(Cc2ccco2)C(=O)c2csc(Nc3ccccc3OC)n2)CC1	-6	.	15
O=C(NC(C(=O)NC1CC1)C1CCN(C(=O)c2ccc(Cl)cc2)CC1)c1ccc(F)cc1 (stereo not given)	-4	-1	0
CN(C(=O)Cn1c2ccccc2c(=O)c2ccccc21)c1ccnn1C	-14	-6	-8

Other structures
SMILES	mcGAS inh	NPYLR7 ag	hcGAS lum
Cc1nn(CC(=O)N2CCCCC2C)c(C)c1S(=O)(=O)NC(C)(C)C (stereo not given)	.	7	-4
CCc1nc(C)c(C(=O)NCc2cc3cc(OC)ccc3[nH]2)o1	-12	17	-9
COc1cc(/C=C(/C#N)c2nc3cc(Cl)ccc3s2)ccc1O	.	102*	-16
Cc1ccccc1-c1noc(CNCCCc2c(C)noc2C)n1	.	14	-3
COc1ccc(C(NC(=O)CN2CCc3ccccc32)C2CC2)cc1 (stereo not given)	.	7	-8
COc1cc(C(=O)NCCc2nc(C)c(C)s2)ccn1	.	-9	-6
CC1Oc2ccccc2OC1C(=O)N=c1sccn1C (stereo not given)	.	4	-6
COCCn1c(C)cc(O)c(C(c2ccc(C)cc2)N2CCCCC2)c1=O (stereo not given)	.	12	-7
CCOC(=O)C(c1ccc(Br)cc1F)N1CCN(CCO)C(=O)C1 (stereo not given)	.	-4	2
COC(=O)C1=C(C)N=c2s/c(=C/c3ccco3)c(=O)n2C1c1ccccc1 (stereo not given)	.	2	-1
O=C1NNN(c2ccccc2)C1=CN(C1CC1)C1CCS(=O)(=O)C1 (stereo not given)	.	0	0
C=CCn1c(CN2CCCC(N3CCCC3=O)C2)nc2ccccc21 (stereo not given)	.	5	-6
O=C(c1ccc[nH]c1=S)N1CCN(CCOc2ccccc2Cl)CC1	-19	-1	-3
CC(=O)N[C@@H]1c2ccccc2C2(CCN(Cc3nc4ccccc4n3C)CC2)[C@H]1OCc1ccccc1	-8	9	-3
COc1ccc(C(C)C)cc1CN1CCN(C(=O)CO[C@H]2C[C@@H](C)CC[C@@H]2C(C)C)CC1	0	-7	-2
CCOC(=O)C1(Cc2ccccc2)CCN(Cc2nc3ccccc3nc2C)CC1	.	2	-9
COc1ccc(NC(=O)CN(c2cccc([N+](=O)[O-])c2)S(=O)(=O)c2ccccc2)cc1	.	-7	-1
Cc1nnc(SCC(=O)NCCc2csc(-c3cccnc3)n2)s1	.	-1	-9
Cc1ccc(N2CCC(N3CCn4cncc4C3)CC2)cc1Cl	.	10	-4
Cc1nn(C)c(C)c1CN(C(=O)Cn1nnnc1CN1CCC(C)CC1)C1CC1	.	22	-11&1
COc1ccc(NC(=O)C2(C)CCN2Cc2ccc3ccccc3c2)cc1OC (stereo not given)	-2	2	-4
CCOC(=O)c1c(C)[nH]c(C(=O)CSC2CCCCC2)c1C	.	1	-6
CCC(C(=O)Nc1ccc(N2CCCCC2)c(C(=O)NC(C)c2ccccc2)c1)c1ccccc1 (stereo not given)	-4	.	-10
CCOC(=O)c1sc(NN=C(C#N)C#N)c(C(=O)OCC)c1C	-2	0	-8
CCCN1CCC(C(=O)NC(c2ccccc2C)c2ncccc2C)CC1 (stereo not given)	-4	12	-3

Going on with the list.
SMILES	mcGAS inh	NPYLR7 ag	hcGAS lum
COc1ccc(NC(=O)c2ccc(CSc3nnc(-c4ccccc4Cl)n3-c3cccc(Cl)c3)cc2)cc1	0	0	3
COc1cccc(OCc2cc(C(=O)N3CCCCC3c3cccnc3)n[nH]2)c1 (stereo not given)	.	12	-7
COc1ccc(-c2nc3ncc4c(=O)n(CCN5CCOCC5)ccc4n3n2)cc1	.	-1	-4
COc1ccccc1C(C)NC(=O)c1ccc(S(C)(=O)=O)cc1 (stereo not given)	.	1	-6
CCc1nc(NC2CCCCC2)c(C#N)c2c1CCCC2	.	3	-6
CN(Cc1ccccc1O)C(=O)CCn1c(=O)oc2ccccc21	.	-1	-9
COc1cc(OC)cc(-c2nnc(SCc3ccccc3C#N)n2C2CCCCC2)c1	-3	4	2
Cc1cccc(NC(=O)C2CSCN2C(=O)c2occc2C)c1 (stereo not given)	.	7	-11
Nc1cc(Cl)ccc1N1CCOCC1	-1	-3	-6
CCOc1ncnc2c1CNCC2	.	6	-8
COc1ccc(CN(C)C(=O)NCC2Cc3ccccc3O2)cc1 (stereo not given)	.	9	-4
CC(=O)c1oc2ccccc2c1NC(=O)CSc1nnc(-c2ccco2)n1C	.	1	-6
CCC1(C)Cc2c(sc3nc(SC)n4c(C)nnc4c23)CO1 (stereo not given)	.	20	4
COc1ccc(CCNC(=O)c2cc(-c3ccc([N+](=O)[O-])cc3)nn2-c2ccccc2Cl)cc1OC	-3	.	0
O=C(NCCN1CCOCC1)c1cnn2c1NC(c1ccco1)CC2C(F)(F)F (stereo not given)	-7	0	-7
Cc1ccc(F)cc1NC(=O)N1CCC(C2OCCO2)CC1	7	-1	4
CCCCc1nc(N2CCN(C(=O)c3ccccc3Br)CC2)c2c(-c3ccc4ccccc4c3)noc2n1	-5	16	-4
COc1ccc(CCNC(=O)CSc2nc(Cl)cc(N3CCN(C(=O)c4ccc(F)cc4)C(C)C3)n2)cc1OC (stereo not given)	-2	-4	6
Cc1cc(C)c(S(=O)(=O)NC2CC(C)(C)NC(C)(C)C2)cc1Br	.	1	-5
COc1ccc(CN2C(=O)N(CC(C)C)C3(CCN(C4Cc5ccccc5C4)CC3)C2=O)cc1	-12	11	-6
CC(C)(Oc1ccc(CCNC(=O)c2ccc(Cl)cc2)cc1)C(=O)N1CCN(C(=O)Cc2ccccc2)CC1	.	-4	-10
CN(Cc1ccccc1)C(=O)C1CC(=O)N(C2CCN(Cc3ccccc3)CC2)C1 (stereo not given)	0	.	3
CCN(CC1CCCN(CCc2cccc(F)c2)C1)C(=O)c1ccc(OC)cc1 (stereo not given)	.	1	-2
O=C(c1cccc(Br)c1)N1CCSC1c1ccccc1OCc1ccccc1 (stereo not given)	-5	11	-3
CCCCOc1ccc(C(=O)N2CCC3(CC2)C(=O)N(CC(=O)NCCc2ccc(Cl)cc2Cl)CN3c2ccccc2)cc1	-3	5	-5

Sorted by count of non-hydrogen atoms (lowest first): part of the list above
SMILES	mcGAS inh	NPYLR7 ag	hcGAS lum
Nc1cc(Cl)ccc1N1CCOCC1	-1	-3	-6
Cc1cccc(NC(=O)C2CSCN2C(=O)c2occc2C)c1 (stereo not given)	.	7	-11
O=C(NCCN1CCOCC1)c1cnn2c1NC(c1ccco1)CC2C(F)(F)F (stereo not given)	-7	0	-7

Remaining list, next part:
SMILES	mcGAS inh	NPYLR7 ag	hcGAS lum
COC(=O)Cc1cc(=O)[nH]c(N=C(N)Nc2ccc(C)cc2)n1	.	5	2
CC(=O)N[C@H]1C[C@@H](c2ccccc2-c2ccccc2)O[C@@H](C(C)C)C1	.	22	-2
COc1cccc(-c2cc(C(=O)NCCN3CCOCC3)n3nc(-c4ccccc4)cc3n2)c1	-5	-12	-7
CCc1ccsc1CNC(=O)c1sccc1Br	-4	0	-8
Cc1ccc2c(C(=O)NCc3c(C)n[nH]c3C)cc(C)nc2c1	-15	3	-6
CCN1CCC(NCc2cccnc2N2CCN(c3ccccn3)CC2)CC1	.	5	-2
CCc1ccccc1NC(=O)Nc1ccc(Nc2cc(-n3cccn3)ncn2)cc1	-8	-11	-5
C#CCCN1CCN(C(=O)c2cc(OC)ccc2Br)CC1	-15	12	-10
C=CCNC(=O)C(NC(=O)c1cccc(C)c1)C1CCN(C(=O)c2ccc(F)cc2)CC1 (stereo not given)	-3	-4	-2
COC(=O)c1ccccc1NC(=O)N1CCCC(N(C)CCc2ccccc2)C1 (stereo not given)	-11	.	-9
Cc1nc(N2CCCC2C(=O)NCc2cccs2)nc2cc(S(C)(=O)=O)ccc12 (stereo not given)	.	14	-3
COc1ccccc1C1SCC(=O)N1CCC(=O)NCc1ccncc1 (stereo not given)	1	1	5
CN(Cc1ccncn1)C(=O)C1CCC(=O)N(CCCc2ccccc2)C1 (stereo not given)	.	3	-14
CN1CCN([C@H]2CN(Cc3ccc(-n4cncn4)cc3)C[C@@H]2O)CC1	.	3	-6
CSc1ccc(NC(=O)N(CC(=O)N(Cc2ccc3c(c2)OCO3)Cc2cccs2)CC(C)C)cc1	-4	-9	-12
O=C(OCc1cn2cc(Cl)ccc2n1)C12CC3CC(CC(O)(C3)C1)C2	.	7	-2
CC(C)(C)c1cc(NC(=O)CN(Cc2ccccc2)C(=O)c2cccc(C(F)(F)F)c2)n(-c2ccccc2Cl)n1	-3	-2	-9
O=C(O)C12CC3CC(C1)CC(C(=O)O)(C3)C2	.	-3	-4
CNC(=O)c1ccc(-c2cc(NCCO)nc3[nH]ccc23)s1	.	3	-1
CCOC(=O)c1c(N)sc(C(=O)Nc2ccccc2C(F)(F)F)c1C	-4	-11	-1
C=CCN(CC=C)C(=O)CSc1nnc(-c2cccnc2)n1-c1cccc(Cl)c1	-7	.	-7
CCN(Cc1c(CO)cnc(C)c1O)CC1CCCO1 (stereo not given)	.	7	-11
O=C1NC(C(=O)N2CCc3ccccc32)CSC1Cc1ccccc1F (stereo not given)	-7	2	-12
CCC(CO)NC(=O)Nc1ccc(F)cc1C#N (stereo not given)	.	10	-8
CSCC[C@@H](CO)Nc1nc(C2CCCC2)nc2c1cnn2C	-6	-1	-7

Further results.
SMILES	mcGAS inh	NPYLR7 ag	hcGAS lum
Cc1ccc(C(=O)Nc2ccc(N3CCN(C(=O)NCCc4ccccc4F)CC3)nc2)cc1	-1	5	-2
CCOC(=O)C1=C(C)NC(C)=C(C(=O)OCC)C1C(=O)OCC(=O)N1CC(C)OC(C)C1 (stereo not given)	.	1	-8
CN(Cc1ccsc1)C(=O)COc1cccc2cccnc12	-13	20	-4
CCCc1nc(C(=O)NCc2cccnc2N2CCN(C)CC2)cs1	-2	.	2
Cc1cc(C(=O)N2C[C@H](Oc3ccccn3)[C@H]3C[C@@H]2Cc2c3n(C)c3ccccc23)c(C)o1	-4	16	-1
CC(C)CNc1ccc2c(n1)C(=O)N([C@H](C)C(=O)Nc1cccc(N(C)C)c1)C2	.	5	-11
Cc1cc2c(SCC(=O)N3[C@@H]4CC[C@H]3CNC(=O)C4)ncnc2s1	-13	-9	1

Look-ups from the list:
Under hcGAS lum, `CCOC(=O)C1(Cc2ccccc2)CCN(Cc2nc3ccccc3nc2C)CC1` shows -9
Under mcGAS inh, `COc1ccc(C(C)C)cc1CN1CCN(C(=O)CO[C@H]2C[C@@H](C)CC[C@@H]2C(C)C)CC1` shows 0
Under NPYLR7 ag, `CC(C)(C)c1ccc(S(N)(=O)=O)s1` shows 10

Record cards, from the list above. Values in the order: mcGAS inh, NPYLR7 ag, hcGAS lum
CCOC(=O)C1=C(C)NC(C)=C(C(=O)OCC)C1C(=O)OCC(=O)N1CC(C)OC(C)C1 (stereo not given) as listed: ., 1, -8
CN(Cc1ccsc1)C(=O)COc1cccc2cccnc12 as listed: -13, 20, -4
Cc1cc2c(SCC(=O)N3[C@@H]4CC[C@H]3CNC(=O)C4)ncnc2s1 as listed: -13, -9, 1
CCCc1nc(C(=O)NCc2cccnc2N2CCN(C)CC2)cs1 as listed: -2, ., 2
CC(C)CNc1ccc2c(n1)C(=O)N([C@H](C)C(=O)Nc1cccc(N(C)C)c1)C2 as listed: ., 5, -11

Screens (PubChem BioAssay)
